Screens: PubChem BioAssay, National Center for Advancing Translational Sciences (NCATS)
CCT chaperon mod – changes cytosolic chaperonin activity. AID 651819. purified chaperonin ATPase assay, HTRF ADP detection, 30 min. activity change, % (test concentration not listed), hits read low. actives 0.3% (n = 360,000); in the data active means activity change below about -30%; further: on the % scale 0 is the no-effect control and ±100 the full control effect
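Nucleotide hydrolysis assay: TRiC at 20–40 nM final (set by batch activity) with 10 uM ATP, 30 min at 37 °C, in presence of 76 uM compound. Detection by competitive ADP HTRF, 30 min ambient.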
EPAC2 ag – activates human EPAC2 exchange factor | Q8WZA2 | EPAC2 activation, biochemical qHTS; response scale: 100% = 6.5 mM cAMP response | Potency, µM (series often up to 154 µM), for the others: top-dose activation, most hits filed as activators | actives 0.079% (n = 360,000) | AID 720711; further: potency means the concentration at half of the fitted maximal effect; nearly all actives have a fitted effect of over 50% in size
Target sequence (Q8WZA2 whole entry, looked up): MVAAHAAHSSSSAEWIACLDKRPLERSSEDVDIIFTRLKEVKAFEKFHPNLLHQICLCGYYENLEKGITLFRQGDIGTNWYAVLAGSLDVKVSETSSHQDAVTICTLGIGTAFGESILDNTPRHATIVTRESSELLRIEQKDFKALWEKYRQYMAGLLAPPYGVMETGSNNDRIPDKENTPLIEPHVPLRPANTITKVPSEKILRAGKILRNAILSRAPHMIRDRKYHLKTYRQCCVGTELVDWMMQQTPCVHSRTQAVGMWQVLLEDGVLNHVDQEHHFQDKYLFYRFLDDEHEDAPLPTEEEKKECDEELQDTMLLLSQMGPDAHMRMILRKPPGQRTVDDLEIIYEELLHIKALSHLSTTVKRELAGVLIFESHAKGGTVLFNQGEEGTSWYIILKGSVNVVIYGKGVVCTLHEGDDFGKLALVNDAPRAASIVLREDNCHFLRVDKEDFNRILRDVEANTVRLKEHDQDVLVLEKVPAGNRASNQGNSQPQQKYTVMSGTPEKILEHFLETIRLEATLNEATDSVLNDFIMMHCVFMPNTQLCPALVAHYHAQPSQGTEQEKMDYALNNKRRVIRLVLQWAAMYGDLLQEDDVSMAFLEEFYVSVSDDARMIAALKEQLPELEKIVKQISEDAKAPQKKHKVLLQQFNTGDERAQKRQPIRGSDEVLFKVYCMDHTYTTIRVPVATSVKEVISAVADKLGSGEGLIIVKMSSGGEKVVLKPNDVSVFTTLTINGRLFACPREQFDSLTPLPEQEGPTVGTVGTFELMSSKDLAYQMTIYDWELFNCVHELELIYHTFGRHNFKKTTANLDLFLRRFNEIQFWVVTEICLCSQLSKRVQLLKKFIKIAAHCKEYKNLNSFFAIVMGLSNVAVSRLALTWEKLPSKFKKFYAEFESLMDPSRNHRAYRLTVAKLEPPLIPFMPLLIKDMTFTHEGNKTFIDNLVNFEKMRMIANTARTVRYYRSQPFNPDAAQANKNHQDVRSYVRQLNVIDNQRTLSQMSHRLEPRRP
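Guanine nucleotide exchange by EPAC2 is measured as reduced fluorescence of BODIPY-GDP once it is released from 250 nM Rap1B. Plates are read kinetically for 30 min at room temperature; results are scaled to 6.5 mM cAMP.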
Nrf2 inh – Nrf2 pathway inhibition; Potency, µM (doses to about 46 µM), for inactives: top-dose activity change, negative = inhibition, hits mostly inhibitors; actives 2.1% (n = 360,000); A549 ARE-Fluc reporter, luciferase luminescence, 18-24 h; further: potency means the concentration at half of the fitted maximal effect; on the % scale 0 is the no-effect control and ±100 the full control effect; nearly all actives have a fitted effect of over 60% in size
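Two sequential reads on A549 ARE_Fluc cells exposed to compound for 18-24 h: a CellTiter-Fluor fluorescence read for viability, then a luciferase luminescence read for Nrf2/ARE activity.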
Akt phos inh – blocks phosphorylation of Akt | AID 651550 | actives 0.32% (n = 360,000) | activity change, % for hits at 50 µM | Neuro2A IGF-stimulated pAkt S473 HTRF, 20 min; hits give low values; in the data active means activity change below about -80%; inconclusive means mostly about -51% to -80%; further: on the % scale 0 is the no-effect control and ±100 the full control effect
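Neuro2A cells (4,500/well, DMEM with 0.5% FBS) were treated with compound at a single 50 µM final concentration, stimulated with 6 nM IGF for 20 min at 37 °C, and lysed. Phospho-Akt Ser473 was read by HTRF as 665/615 ratio ×10^4.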
Nrf2 activator – activators of Nrf2 (ARE) signaling; AREc32 ARE-luciferase reporter (MCF7-derived line), luminescence, 24 h; Potency, µM (series often up to 46.1 µM), without a hit: at the highest dose activation, most hits filed as activators; actives 0.31% (n = 410,000); AID 624171; further: potency means the concentration at half of the fitted maximal effect; % of control where 0% means no effect; nearly all actives have a fitted effect of over 65% in size
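For detection, Steady-Glo was added and plates sat 30 min at RT; before that, AREc32_Fluc cells grown overnight in OPTI-MEM/5% FBS had been treated with 23 nL compound for 24 hr at 37 deg C.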
Mm-Cpn inhibitor – blocks the Methanococcus maripaludis chaperonin Mm-Cpn; actives 0.031% (n = 330,000); purified Mm-Cpn ATPase, ADP Transcreener TR-FRET; Potency, µM (series often up to 76.9 µM), for inactives: at the top dose activity, negative = inhibition, most hits filed as inhibitors; AID 504842; further: potency means the concentration at half of the fitted maximal effect; on the % scale 0 is the no-effect control and ±100 the full control effect; nearly all actives have a fitted effect of over 80% in size
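25 nM Mm-CPN + cpd, 10 min 37°C; + 10 uM ATP, 30 min 37°C; buffer 30 mM Tris pH 7.4, 100 mM KCl, 5 mM MgCl2, 1 mM DTT; Transcreener ADP HTRF detection 30 min RT.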
EPAC2 antag – blocks human EPAC2 exchange factor. actives 0.18% (n = 360,000). EPAC2 GEF exchange of Rap1B-BODIPY-GDP, fluorescence. Q8WZA2. Potency, µM (titrated, usually from 114 µM), inactives show at the highest dose activity, negative = inhibition, most hits filed as inhibitors; further: potency means the concentration at half of the fitted maximal effect; on the % scale 0 is the no-effect control and ±100 the full control effect; nearly all actives have a fitted effect of over 45% in size; many of its hits are not listed in these tables
TGFb inhibitor – TGF-b pathway inhibition. HepG2 CAGA-GFP TGF-b/SMAD3 reporter, GFP fluorescence, 18 h; TGF-beta stimulated, 500 pg/mL final. actives 1.2% (n = 410,000). Potency, µM (highest dose often 46.1 µM), inactives show at the top dose activity, negative = inhibition, actives largely listed as inhibitors; further: potency means the concentration at half of the fitted maximal effect; on the % scale 0 is the no-effect control and ±100 the full control effect; nearly all actives have a fitted effect of over 65% in size
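Cell-based qHTS in HEPG2 carrying a CAGA-GFP Smad reporter; compounds added before 500 pg/mL final TGF-beta, 18 h incubation at 37 degrees C, GFP fluorescence quantified per cell by imaging cytometry.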
A549 viability – counter-screen for Nrf2 inhibitors: cytotoxicity in A549 cells | A549 ARE-Fluc cells, CellTiter-Fluor viability, 18-24 h | Potency, µM (highest dose often 46 µM), for inactives: top-dose activity change, negative = cytotoxicity, most hits filed as inhibitors | actives 0.16% (n = 390,000); further: potency means the concentration at half of the fitted maximal effect; on the % scale 0 is the no-effect control and ±100 the full control effect
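A549 ARE_Fluc cells in 5% FBS OPTI-MEM were exposed to compounds in concentration-response for 18-24 h at 37 deg C. Viability was read by CellTiter-Fluor fluorescence (Ex 405/Em 525) after 30 min, before the luciferase read.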
Active calls of the source: *; i = inactive; u = inconclusive; x = no result given; & = joins results of further samples; [ ] = another dose, or the depositor's remark. Unless noted, the call rests on the fitted dose curve; in most records, active means well fitted curve in the direction sought with a large enough effect; inconclusive means small, poorly fitted or top-dose-only effect, or another doubt; inactive means no such curve, though single readings can be large; an effect the other way counts as inactive or inconclusive.

Fields – CCT chaperon mod, EPAC2 ag, Nrf2 inh, Akt phos inh, Nrf2 activator, Mm-Cpn inhibitor, EPAC2 antag, TGFb inhibitor, A549 viability
FC(F)(F)Oc1ccc(NC(=S)NCCCN2CCOCC2)cc1
  1.2, 0%, -3%, i, 0.5%, 2%, 5%, 7%, -6%
OC(CC#CCN1CCOCC1)(c1ccccc1)c1ccccc1
  0.2, 4%, 6%, i, -0.8%, 1%, -9%, 12%, 0%
COc1ccc(N(C(=O)c2cnccn2)C(C(=O)NC2CCCCC2)c2ccc(Cl)cc2)cc1 (stereo not drawn)
  3.2, 1%, -3%, i, -0.9%, x, -1%, 11%, 1%
CC(C)(C)C1CCC(OCC(O)CN2CCN(c3ccccn3)CC2)CC1 (stereo not drawn)
  -2.8, -20%, 18%, i, 0.7%, 0%, -12%, 6%, 9%
O=C(O)Cn1c(=O)n(Cc2ccccc2)c2ccccc21
  -2.4, 10%, -7%, i, -0.2%, 1%, 13%, 36%[activator], 9%
CCOC(=O)c1sc2ccccc2c1S(=O)(=O)N1CCN(c2ccccc2F)CC1
  x, x, u, x, 3.2%, x, x, -5%, 4%
COc1ccc(C(=O)NCC(=O)OCc2ccc(F)cc2)cc1
  -1.4, 17%, -26%, i, -0.6%, 0%, 0%, 12%, -2%
O=C1c2cccnc2C(Nc2ccc(F)c(Cl)c2)N1Cc1cccs1 (stereo not drawn)
  -1.2, 9%, -8%, i, -0.3%, -8%, -6%, -2%, 0%
CC(C)OC(=O)CSc1nnc(COc2ccc([N+](=O)[O-])cc2)n1C
  0.1, -3%, -14%, i, -0.1%, 1%, -9%, 4%, 0%
CCCn1c(C(CO)Nc2nc(C)cs2)nc2ccccc21 (stereo not drawn)
  0.9, 4%, 11%, i, -0.5%, 1%, -1%, u, -1%
COC(=O)C[C@H]1C[C@@H]2c3cc(NC(=O)Nc4ccccc4)ccc3O[C@@H]2[C@@H](CO)O1
  -27, -3%, x, i, 0.4%, x, 4%, 28%, x
Nc1nc2ncc(C(=O)c3cc(F)ccc3O)cc2s1
  -0.8, 1%, 7%, i, 0.2%, 0%, 2%, -2%, 4%
COc1cc(C(=O)N2CCCN(c3nc4cc(C)ccc4cc3C#N)CC2)cc(OC)c1OC
  -0.1, -1%, -18%, i, 2.9%, 3%, 2%, -18%, 2%
COc1ccccc1N(C)S(=O)(=O)c1ccc(C(=O)NCCc2ccc(F)cc2)cc1
  -0.4, 2%, u, i, -0.6%, -1%, -1%, -17%, 2%
COc1cc(C(=O)NCc2cccc3ccccc23)cc(Cl)c1OC
  -2.5, 17%, -20%, i, -0.4%, 1%, -5%, -1%, -7%
COc1cc(CNS(=O)(=O)CCl)cc(OC)c1OC
  1.6, 0%, 4%, i, -0.7%, -2%, -2%, 3%&-5%, -4%
Cc1ccc(NC(=O)CSc2n[nH]c(-c3ccccn3)n2)cc1
  2.0, -3%, u, i, 4.0%, 1%, 4%, 2%, u
COc1ccc(C2c3c(c(C)c(C)oc3=O)Oc3c(C)c(C)oc(=O)c32)cc1
  -1.0, -1%, -10%, i, -0.9%, 1%, -12%, u, -1%
O=C(Nc1ccc(N2CCOCC2)c(F)c1)c1cccs1
  2.0, 4%, u, i, -2.2%, 1%, -6%, 5%, -2%
COc1ccc(S(=O)(=O)n2ccnc2)c2cccnc12
  -2.0, 7%, -8%, i, 0.0%, -3%, -2%, 10%, -1%
C=CCn1c(C)cc(C(=O)COC(=O)[C@@H](NC(=O)c2ccccc2Cl)C(C)C)c1C
  -2.3, 5%, 12%, i, 0.2%, 0%, -2%, -1%, -2%
CCN(CC)C(=O)c1[nH]cnc1C(=O)N[C@@H](Cc1ccccc1)C(=O)OC(C)(C)C
  -1.2, 3%, -13%, i, -1.0%, -1%, 1%, u, -1%
CCOc1ccc(C(C)=O)cc1COC(=O)c1ccccc1C(=O)N(C)Cc1ccccc1
  -0.6, 7%, -13%, i, 1.8%, -6%, -5%, -2%, -6%
CN(Cc1ccc(F)cc1)C(=O)c1cccc(OC2CCN(C3CCCC3)CC2)c1
  -2.5, 1%, 4%, i, -0.3%, 1%, 2%, 1%, -3%
C[C@@H]1CN([C@H](C)CO)C(=O)CCCn2nncc2CO[C@H]1CN(C)Cc1ccc(-c2ccccc2)cc1
  1.8, -6%, x, i, -0.4%, x, -1%, u, x
Cc1cc(C)cc(NC(=O)CN2CCCN(S(=O)(=O)c3ccc(Br)s3)CC2)c1
  0.9, 2%, u, i, 3.0%, -4%, -3%, -16%, u
COc1cc([C@H]2[C@@H]3CCCC[C@]3(O)CCN2CC(=O)Nc2ccc(C)cc2)ccc1O
  -2.3, 5%, 0%, i, -0.5%, 1%, 0%, -3%, -2%
CCOc1ccc(C(=O)N2CCN(CCc3ccccc3)CC2)cc1OCC
  0.1, 11%, -13%, i, -0.2%, -1%, 10%, -8%, -4%
Cc1cc(C)n(-c2ccc(C(=O)Nc3cccc(S(=O)(=O)N(C)C)c3)cc2)n1
  0.9, 4%, 18µM*, i, -0.5%, -1%, 0%, u, -15%
Cc1ccccc1Oc1cc(NC(=O)Cn2cnc([N+](=O)[O-])c2)cc([N+](=O)[O-])c1
  0.4, 15%, -13%, i, -1.5%, 2%, -14%, u, -5%
O=C(O)C1CC=CCC1C(=O)Nc1ccccc1C(=O)N1CCN(c2ccc(Cl)cc2)CC1 (stereo not drawn)
  -2.5, 20%, -26%, i, 2.9%, -2%, -2%, -4%, -4%
Cc1ccc(OC(C)C(=O)Nc2ccc(S(=O)(=O)N3CCOCC3)cc2)cc1 (stereo not drawn)
  -0.6, 4%, -6%, i, 0.2%, 2%, -9%, u, 2%
CC(=O)Nc1ccc(NC(=O)C2CCCN2C(=O)Nc2cccc(F)c2)cc1 (stereo not drawn)
  -0.5, -5%, -9%, i, -0.7%, -5%, 0%, -7%, 9%
COC(=O)c1[nH]c2cc(OC)ccc2c1NC(=O)c1c(F)cccc1F
  0.1, 5%, -20%, i, 0.3%, 1%, -24%, -10%, -8%
CCOC(=O)N1CCN(C(=O)COc2cccc3c2CCN(Cc2cccc(C)c2)C3=O)CC1
  -0.2, 0%, u, i, 2.9%, -2%, 8%, u, -4%
CC(C)(C)c1ccc(C(=O)NNC(=O)CNC(=O)c2cccs2)cc1
  2.8, -3%, 8%, i, 0.4%, 1%, -1%, 9%, 6%
Cc1ccc(C)c(S(=O)(=O)N2CCN(C(=O)CCCc3c[nH]c4ccccc34)CC2)c1
  0.4, 15%, u, i, 4.5%, 1%, -7%, -18%, -9%
COc1ccc2[nH]c(C)c(CCN(Cc3cccs3)C(=S)Nc3cccc(F)c3)c2c1
  1.3, 7%, u, i, 2.8%, -1%, -7%, u, u
Cc1ccc(C(C)C)c(OCCSc2nc(-c3ccccc3F)nc3cc(=O)[nH]n23)c1
  x, x, 29%, x, -1.1%, x, x, -8%, 8%
O=C(N/N=C/c1cccnc1)c1ccccc1Br
  -6.8, -1%, u, i, 3.2%, 1%, 18%, -1%, 3%
Cc1nnc(SCC(C)C)[nH]c1=O
  2.0, 5%, 3%, i, -0.8%, 2%, 9%, 7%, -1%
Cc1nc2nc(C)c(CCC(=O)NC(C)c3ccc4c(c3)OCCO4)c(C)n2n1 (stereo not drawn)
  0.9, 2%, 18%, i, -0.8%, 1%, 5%, -8%, 2%
O=C(CSC1=NS(=O)(=O)c2cc(F)ccc2N1)Nc1ccc(F)cc1
  -0.4, -1%, -4%, i, -0.5%, -2%, -1%, u, 4%
CCc1c(C)n2nc(C)cc2[nH]c1=O
  -1.4, 2%, 0%, i, -0.4%, 0%, 19%, 5%, -3%
CS(=O)(=O)N(CC(=O)NCCSCc1ccccc1Cl)c1ccc(F)cc1
  -1.7, 6%, u, i, 1.5%, -1%, -7%, -3%, 0%
COc1cccc(NC(=O)C2CC(=O)N/C(=N/NC(=O)c3ccc(C)cc3)S2)c1 (stereo not drawn)
  -0.8, 1%, 5%, i, -0.7%, 1%, 9%, 0%, 4%
COc1cc(C(=O)Nc2ccc(S(=O)(=O)Nc3cc(C)nc(C)n3)cc2)cc(OC)c1OC
  0.0, 6%, 11%, i, 0.1%, 1%, 8%, 9%, 4%
COC(CNC(=O)c1ccc(N2CCc3ccccc32)c([N+](=O)[O-])c1)OC
  -0.9, -9%, u, i, 0.8%, -2%, -5%, -24%, u
O=C(NCCCNCc1ccccc1)c1ccccn1
  -1.8&0.8, -1%&0%, 1%&5%, i, 0.4%&0.2%, 1%, -3%, 2%&-12%, -11%&24%
COc1ccc(S(=O)(=O)N(C)C)cc1NC(=O)CCNC(=O)c1ccco1
  2.5, 9%, 6%, i, -0.2%, 3%, 11%, 18%, -2%
O=C(COc1ccccc1)NCC1COc2ccccc2O1 (stereo not drawn)
  -2.4, 9%, 11%, i, 0.2%, 1%, -2%, 13%, -16%
CCOc1cc(C(=O)N=c2sccn2C)ccc1OC(F)F
  -0.2, 1%, -8%, i, 2.9%, 1%, -11%, -10%, 2%
CC(=O)C1=C(O)C(=O)N(CCc2ccccc2)C1c1ccccc1[N+](=O)[O-] (stereo not drawn)
  -1.3, 1%, 13%, i, 1.4%, -2%, 17%, 11%, -2%
COC(=O)/C(=N/Nc1cccc(C)c1)N1CCCc2ccccc21
  -2.5, -6%, -3%, i, 0.3%, -2%, -3%, -29%, 7%
O=C(c1ccccc1Br)N(Cc1ccccc1F)C1CCS(=O)(=O)C1 (stereo not drawn)
  x, x, 9%, x, 2.7%, x, x, -4%, 6%

The list is partial; the hit share may differ from the screen's.
